# Screening results deposited in PubChem BioAssay by several laboratories.
# NCOA2 inhibitor – inhibits human steroid receptor coactivator 2 | Q15596 | actives 0.17% (n = 370,000) | HEK293 GAL4-SRC2 luciferase reporter, luminescence | inhibition, % at 9 µM;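 active = inhibition above the mean inhibition of all tested compounds plus 3 SD, set per campaign, cut at about 52% in these data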;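 also: 0% = DMSO treated cells and 100% = cells given Gossypol at 36 µM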
# SRC3 inh – inhibits human SRC3 coactivator; AID 588352; inhibition, % at 3.6 µM; actives 0.17% (n = 360,000); Q9Y6Q9; HEK293 GAL4-SRC3 luciferase reporter, luminescence;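 active = inhibition above a per-campaign cutoff, the mean of all compounds plus 3 SD, cut at about 60% in these data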;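 also: 0% = DMSO-treated cells and 100% = gossypol-treated cells at 36 µM; higher means less SRC3-driven luciferase light from the GAL4 reporter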
# TROY signal inh – inhibitors of TROY-dependent NF-kB signaling; inhibition, % at 10 µM; Q293 LMP1-TROYcd NF-kB luciferase reporter, 4 h; actives 0.98% (n = 360,000);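 active = compounds whose plate-normalised and pattern-corrected inhibition of the luciferase reporter signal at the single screening dose is 50% or more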
# SRC1 inh – human NCOA1 inhibition; HEK293 GAL4-SRC1 luciferase reporter, luminescence; inhibition, % at 3.6 µM; actives 0.12% (n = 360,000);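 active = inhibition above the campaign mean plus 3 SD, with each screening campaign given its own cutoff, cut at about 60% in these data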;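 also: 0% = DMSO treated cells and 100% = gossypol at 36 µM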
# TWEAK Fn14 block – blocks TWEAK-Fn14 interaction in a reporter cell assay. TWEAK-stimulated Fn14 reporter cells, luciferase luminescence, 8 h. inhibition, % at 10 µM. actives 2% (n = 360,000); in the data active = inhibition above about 50%
# C8 TRAIL sens – sensitizes caspase-8 expressing cells to TRAIL. AID 624354. actives 1% (n = 360,000). NB7+C8 cells + TRAIL, ATPlite viability luminescence. inhibition (viability loss, TRAIL sensitization), % at 10 µM;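 active = compounds causing at least 50% loss of cell viability in the single-dose screen, relative to plate controls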
# CF NFkB block – cystic fibrosis NF-kB activation inhibition; KKLEB NF-kB-GFP reporter, PAF-induced, GFP fluorescence overnight; inhibition, % at 5 µM; actives 0.86% (n = 360,000); AID 588850;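 active = at least 50% inhibition at 5 µM, scaled per plate between neutral and stimulator controls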;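 also: PAF is a Pseudomonas aeruginosa culture filtrate used as stimulus; plate controls were PAF-stimulated DMSO wells for no effect and unstimulated DMSO wells for full effect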
# NR5A2 inv ag – suppresses constitutive activity of human LRH-1; AID 602396; inhibition, % at 3.6 µM; O00482; actives 0.13% (n = 360,000); HEK293T StAR-luciferase reporter, LRH-1 transfected, 24 h;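 active = inhibition above the mean inhibition of all tested compounds plus 3 SD, cut at about 73% in these data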;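 also: 0% = DMSO wells and 100% = reporter-only cells lacking LRH-1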
# NR2F2 inh – NR2F2 (human) inhibition, primary screen | P24468 | HEK293T NGFI-A luciferase reporter, luminescence | inhibition, % at 8.6 µM | actives 0.7% (n = 370,000) | AID 686940;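 active = inhibition above a per-plate cutoff, mean inhibition of test wells between control levels plus 3 SD, cut at about 38% in these data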;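 also: cells cotransfected with COUP-TFII expression vector driving the NGFI-A reporter; 0% = median of COUP-TF2 test wells and 100% = reporter-only cells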
# KKLEB tox – reduces viability of KKLEB cystic fibrosis airway cells | KKLEB CF airway cells viability, ATPlite luminescence, overnight; hits give low values; cells stimulated with P. aeruginosa culture filtrate | activity change (cytotoxicity), % at 5 µM | actives 0.36% (n = 360,000);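 active = corrected activity change at or below -50% at 5 µM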
# EBV LMP1 NFkB – inhibitors of Epstein-Barr LMP1-induced NF-kappaB reporter | LMP1-induced NF-kappaB luciferase reporter cells, luminescence | inhibition, % at 12.5 µM | actives 0.69% (n = 350,000); in the data active = inhibition above about 41%; inconclusive = no clear call, values can overlap the other calls;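 also: 0% = neutral control wells and 100% = reference inhibitor control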
# * hit, by the source's call; ? = inconclusive; · = no result given.
no.	Structure	NCOA2 inhibitor	SRC3 inh	TROY signal inh	SRC1 inh	TWEAK Fn14 block	C8 TRAIL sens
1	Cn1c(SCC(=O)NCc2ccccc2)nnc1C1CC1	8	-5	3	-4	13	-3
2	N#CN(Cc1ccccc1)Cc1ccccc1	17	11	-1	3	0	9
3	O=C(NCCc1csc(-c2ccc(Cl)cc2)n1)c1ccco1	19	-3	25	0	8	-1
4	COC(=O)N1CCCC(c2cc(C(=O)Nc3ccccc3Cl)no2)C1 (stereo not drawn)	-11	-81	-62	-75	-34	12
5	Cc1c(NC(=O)Nc2ccc3c(c2)OCO3)cccc1[N+](=O)[O-]	-37	-81	-76	-35	1	-1
6	Cc1cc2nc(CSc3ccc(Cl)cc3)cc(=O)n2[nH]1	-27	-3	-8	-19	-23	-2
7	Cc1cccc(C(=O)NC(C)C(=O)NC(c2nc3ccccc3[nH]2)C(C)C)c1 (stereo not drawn)	-12	-4	2	3	0	-16
8	CN(C)c1ccc(S(=O)(=O)N2CCCCC2)cc1NC(=O)CN1C(=O)NC(C)(c2ccccc2)C1=O (stereo not drawn)	-3	13	-18	-2	2	5
9	CCOC(=O)c1cc(NC(=O)c2ccccc2)c(=O)oc1-c1ccccc1	15	-33	-8	6	-15	12
10	COc1ccc(C(CCN2CCCC2)c2c(O)cc(OC)cc2OC)cc1 (stereo not drawn)	-11	-3	-1	-1	5	2
11	O=C(/C=C/c1cn(-c2ccccc2)nc1-c1cccnc1)N1CCCC1	6	31	44	-7	23	-7
12	COc1ccccc1CC(=O)N1CCCC1	17	-8	-19	-5	-15	-12
13	O=C(COC(=O)c1ccc([N+](=O)[O-])cc1)Nc1ccccc1C(=O)NC1CC1	-21	-5	-4	-7	-14	-13
14	OC(c1ccc(Cl)c(Cl)c1)c1ncc(-c2ccc(Cl)cc2)[nH]1 (stereo not drawn)	6	15	5	-9	-12	0
15	c1ccc(-c2noc(CSc3nnnn3-c3ccccc3)n2)cc1	3	-8	-28	-12	-18	0

no.	CF NFkB block	NR5A2 inv ag	NR2F2 inh	KKLEB tox	EBV LMP1 NFkB
1	-13	9	-9	10	-17
2	-4	29	13	-12	2
3	-1	-2	18	1	2
4	11	-112	-35	-12	·
5	-1	-69	-5	6	-4
6	-18	-7	5	9	-5
7	19	4	-9	-14	3
8	1	3	-6	-2	5
9	8	7	5	4	-10
10	-9	-9	-10	-12	-5
11	-1	27	19	8	?
12	11	0	0	2	0
13	8	8	3	-16	0
14	-11	-3	3	4	·
15	-4	-1	4	-9	-9

# More structures:
no.	Structure	NCOA2 inhibitor	SRC3 inh	TROY signal inh	SRC1 inh	TWEAK Fn14 block	C8 TRAIL sens
16	CN(CC(=O)Nc1ccc(OC(F)F)cc1)S(=O)(=O)/C=C/c1ccccc1	17	3	9	6	-7	-2
17	CC1CCN(c2nnc(N)s2)CC1	-37	7	-6	12	-3	-7
18	CC(=O)n1cc(/C=N/NC(=O)c2ccc([N+](=O)[O-])cc2)c2ccccc21	-18	-32	-19	-2	-14	-9
19	N#CCC(=O)NN=C1CCCCCCCCCCC1	-4	12	6	19	37	-11
20	C=CCn1c(=NC(=O)c2ccco2)sc2cc(C(=O)OCC)ccc21	6	-3	-23	-7	-17	3
21	O=C(Nc1ccccc1)OCCNC(=O)c1cccc(Br)c1	1	10	8	6	3	1
22	Cc1cc2c(C)nc(Cc3ccccc3)nc2o1	3	-46	0	-10	-5	-15
23	COC(=O)c1c(NC(=O)C(=O)NCCCN2CCOCC2)sc2c1CC(C)(C)OC2	12	-3	8	-22	-27	8
24	CCC(=O)c1ccc(OCCn2cncn2)cc1	-10	-1	10	8	9	-6
25	O=C(Nc1ccc(Cl)cc1F)c1ccc(COc2c(F)c(F)c(F)c(F)c2F)o1	-3	8	-20	-2	-46	-12
26	COC(=O)Sc1nc(N2CCOCC2)c2c(c1C#N)CC(C)(C)OC2	14	9	26	2	19	7
27	CC1CCN(C(=O)Cn2cc(SCC(=O)NCC3CCCO3)c3ccccc32)CC1 (stereo not drawn)	8	9	20	0	6	-4
28	O=C(C1=C[C@@H](c2ccc(Br)cc2)C[C@@H](OCCCCO)O1)N1CCN(Cc2ccccc2)CC1	-17	-1	4	-2	15	16
29	CC(C)(C)OC(=O)N1C[C@H](O)C[C@H]1C(=O)OCC(=O)c1ccc([N+](=O)[O-])cc1	-25	-5	-7	0	-9	-9
30	NNC(=O)c1cc(S(=O)(=O)N2CCOCC2)c[nH]1	-71	8	10	10	-4	-8

no.	CF NFkB block	NR5A2 inv ag	NR2F2 inh	KKLEB tox	EBV LMP1 NFkB
16	-2	-7	10	2	-6
17	3	12	-12	8	1
18	-11	8	-15	-3	-3
19	-5	13	6	-6	-4
20	11	-13	-4	5	-2
21	-14	2	6	6	1
22	-24	-6	6	12	-1
23	-6	28	-20	-12	-3
24	-3	9	-22	-2	-2
25	21	3	10	-2	-1
26	25	-6	-2	-8	1
27	-28	11	-3	2	2
28	-12	3	19	5	8
29	6	1	-1	3	1
30	11	-6	8	-1	-5

# Additional structures
no.	Structure	NCOA2 inhibitor	SRC3 inh	TROY signal inh	SRC1 inh	TWEAK Fn14 block	C8 TRAIL sens
31	O=C(O)c1ccc(N/N=C/c2cc3cc4c(cc3nc2Cl)OCCO4)cc1	-55	-95	-16	-161	30	93*
32	Cc1cc2ccccc2n1CCNC(=O)C(C)(C)C	18	2	2	9	2	6
33	Cc1ccc(C(=O)N2CCC3(CC2)Oc2ccc(Cl)cc2C(=O)C32CC(c3cccnc3)=NO2)s1 (stereo not drawn)	8	-7	19	0	-17	1
34	c1ccc(CCSc2nccn2-c2ccccc2)cc1	-83	-69	-43	-101	-11	11
35	CCCn1nc(NC(=O)CC(C)C)c2cc3ccccc3nc21	6	-32	-11	-10	17	7
36	CCCCCCCN=CC1=C(O)CC(c2ccccc2)CC1=O (stereo not drawn)	-7	8	-15	-9	-13	-5
37	O=C(NCc1ccccc1)N(Cc1nc2ccccc2c(=O)[nH]1)C1CCCC1	2	18	-3	-1	3	-4
38	CC1CCCCN1S(=O)(=O)c1ccc(N(C(=O)c2cnccn2)C(C(=O)NC2CCCCC2)c2cccs2)cc1 (stereo not drawn)	-9	-6	4	7	17	-12
39	CCc1nnc(NC(=O)CSc2nnc(-c3ccc(OC)cc3)n2C)s1	-19	2	4	-9	3	-19
40	CCCN(Cc1cc2cc(C)ccc2[nH]c1=O)S(C)(=O)=O	-9	16	19	0	-6	-13
41	COc1ccccc1OCC(O)CNCc1ccc2c(c1)OCO2 (stereo not drawn)	-9	17	-11	-15	3	0
42	CN(C)CC/C=C1/c2ccccc2Sc2c(O)cc(Cl)cc21	-13	-5	-6	4	7	-7
43	CCC(C)(C)NC(=O)C(c1cccs1)N(C(=O)c1ccn[nH]1)c1cccc(OC)c1 (stereo not drawn)	4	-5	-7	-4	7	0
44	CCOc1cccc2sc(N(CCCN(C)C)C(=O)c3ccc(S(=O)(=O)N(C)Cc4ccccc4)cc3)nc12	-17	16	8	-13	8	51*
45	CCOC(=O)c1cc2c(=O)n3ccccc3nc2n(C(C)C)c1=NC(=O)c1c(-c2ccccc2Cl)noc1C	-23	13	9	-11	-14	12

no.	CF NFkB block	NR5A2 inv ag	NR2F2 inh	KKLEB tox	EBV LMP1 NFkB
31	30	-122	-49	-38	42*
32	3	16	10	18	-6
33	-13	5	20	10	12
34	-13	-191	-41	11	-46
35	13	-3	0	-7	-9
36	6	-2	5	2	-11
37	-3	10	4	-2	-7
38	10	-8	-1	-1	12
39	4	-23	0	9	-2
40	-3	-4	-16	0	-15
41	1	8	2	3	-1
42	0	-14	20	-4	-13
43	7	6	10	4	-8
44	26	-8	11	-26	-30
45	-31	-6	-12	0	-9

# Copied from above: nos. 32 to 39
no.	Structure	NCOA2 inhibitor	SRC3 inh	TROY signal inh	SRC1 inh	TWEAK Fn14 block	C8 TRAIL sens
32	Cc1cc2ccccc2n1CCNC(=O)C(C)(C)C	18	2	2	9	2	6
33	Cc1ccc(C(=O)N2CCC3(CC2)Oc2ccc(Cl)cc2C(=O)C32CC(c3cccnc3)=NO2)s1 (stereo not drawn)	8	-7	19	0	-17	1
34	c1ccc(CCSc2nccn2-c2ccccc2)cc1	-83	-69	-43	-101	-11	11
35	CCCn1nc(NC(=O)CC(C)C)c2cc3ccccc3nc21	6	-32	-11	-10	17	7
36	CCCCCCCN=CC1=C(O)CC(c2ccccc2)CC1=O (stereo not drawn)	-7	8	-15	-9	-13	-5
37	O=C(NCc1ccccc1)N(Cc1nc2ccccc2c(=O)[nH]1)C1CCCC1	2	18	-3	-1	3	-4
38	CC1CCCCN1S(=O)(=O)c1ccc(N(C(=O)c2cnccn2)C(C(=O)NC2CCCCC2)c2cccs2)cc1 (stereo not drawn)	-9	-6	4	7	17	-12
39	CCc1nnc(NC(=O)CSc2nnc(-c3ccc(OC)cc3)n2C)s1	-19	2	4	-9	3	-19

no.	CF NFkB block	NR5A2 inv ag	NR2F2 inh	KKLEB tox	EBV LMP1 NFkB
32	3	16	10	18	-6
33	-13	5	20	10	12
34	-13	-191	-41	11	-46
35	13	-3	0	-7	-9
36	6	-2	5	2	-11
37	-3	10	4	-2	-7
38	10	-8	-1	-1	12
39	4	-23	0	9	-2

# More results
no.	Structure	NCOA2 inhibitor	SRC3 inh	TROY signal inh	SRC1 inh	TWEAK Fn14 block	C8 TRAIL sens
46	Cc1cc([N+](=O)[O-])ccc1NCc1ccco1	2	16	-15	11	-5	4
47	Fc1ccc2nc(-c3ccccc3)ccc2c1	-2	-55	-61	-54	-20	6
48	CCCc1c(C(=O)Nc2cc(C(C)(C)C)on2)cnn1-c1ccccc1	24	0	-4	-4	19	6
49	COCCN1C[C@@H](CO)O[C@@H](n2cnc3c(N(C)C)ncnc32)C1	-1	10	-6	1	10	-4
50	CCOc1ccccc1NC(=O)CC1Nc2cc(C)c(C)cc2NC1=O (stereo not drawn)	0	-4	-7	-63	2	-4
51	Clc1cc(Br)ccc1OCCOCCN1CCOCC1	-14	-14	-18	-18	-22	-5
52	CCOCCCNC(=O)C1CCC(CNS(=O)(=O)c2ccc(Cl)cc2)CC1 (stereo not drawn)	11	3	23	7	1	4
53	CC(=O)NNc1ncnc2c1cnn2-c1ccc(C)cc1	-32	-6	14	-13	30	-15
54	CCOC(=O)Nc1nnc(-c2ccc(OC)c(OC)c2)s1	1	11	-16	-13	9	7

no.	CF NFkB block	NR5A2 inv ag	NR2F2 inh	KKLEB tox	EBV LMP1 NFkB
46	-5	25	-2	10	-3
47	-12	-82	-22	0	·
48	-13	10	-5	10	-8
49	-19	5	-10	7	·
50	-12	-10	-11	2	-7
51	2	-16	-19	-2	-1
52	3	-4	-23	-4	7
53	6	-7	-1	5	-13
54	12	13	10	-10	6

# The order is random, and some 4.2% of all compounds hit somewhere here.
